# Scp1 inh: Scp-1 (human) phosphatase inhibition. Q9GZU7. Recombinant Scp1, phosphopeptide, malachite green phosphate absorbance. inhibition, % at 20 µM. 0.88% of 340,000 active;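 active = inhibition above about 50% at 20 µM, limit read from the data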;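 note: plate controls were DMSO wells with enzyme for no effect and wells lacking enzyme for full effect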
#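 Test system: SCP-1 phosphatase catalytic domain, residues 76-261; measured by: colorimetric phosphate reagent with accelerator and stabiliser, absorbance at 630 nm; timing: enzyme reaction 45 min at room temperature, colour 5 min, stabilisation 30 min; also added: Phosphorylated 17-residue peptide substrate; compound dosing: one concentration, 20 µM, with 1.0% DMSO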
# Rpn11 inh: Rpn11 (human) deubiquitinase inhibition. 0.59% of 360,000 active. human 26S proteasome, Ub4-pepOG fluorescence polarization; 20S core pre-blocked with epoxomicin. O00487. calls only at 20 µM;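 active = inhibition at 20 µM, scaled to each plate's controls, above about 33%, limit read from the data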
# Target sequence (O00487 whole entry, looked up): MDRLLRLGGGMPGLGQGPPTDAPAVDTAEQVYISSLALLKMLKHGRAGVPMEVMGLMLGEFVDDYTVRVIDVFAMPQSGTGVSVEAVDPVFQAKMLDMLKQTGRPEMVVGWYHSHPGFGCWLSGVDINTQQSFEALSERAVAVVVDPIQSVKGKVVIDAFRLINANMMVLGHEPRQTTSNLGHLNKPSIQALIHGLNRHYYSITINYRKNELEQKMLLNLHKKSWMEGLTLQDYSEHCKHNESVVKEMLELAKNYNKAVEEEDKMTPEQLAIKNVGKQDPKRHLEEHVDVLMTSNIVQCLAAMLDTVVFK
# MsrA inhibitor: inhibits bovine methionine sulfoxide reductase A; purified bovine MsrA, absorbance read-out; inhibition, % at 15.5 µM; 0.75% of 360,000 active; in the data active = inhibition above about 4.5%;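 note: 0% = vehicle wells with enzyme and 100% = reference inhibitor wells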
# SUMO1-SIM PPI: alters human SUMO1 binding to SIM partners | P63165 | SUMO1 binding to a labelled peptide, TR-FRET, 1 h | inhibition, % at 20 µM | 0.33% of 360,000 active; in the data active = inhibition above about 37%
# Target sequence (P63165 whole entry, looked up): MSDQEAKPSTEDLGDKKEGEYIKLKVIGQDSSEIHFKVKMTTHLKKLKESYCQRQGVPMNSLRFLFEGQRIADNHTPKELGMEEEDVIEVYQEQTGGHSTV
# STEP block: inhibitors of human striatal-enriched phosphatase STEP; P54829; recombinant STEP, OMFP fluorogenic substrate, fluorescence; inhibition, % at 20 µM; 0.25% of 360,000 active; AID 588621;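 active = inhibition at 20 µM, scaled per plate between control wells, above about 37%, limit read from the data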;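 note: 0% = DMSO with enzyme and substrate and 100% = substrate only without enzyme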
#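 Assay system: isolated STEP enzyme. Buffer or medium: pH 6.0 Bis-Tris with DTT and Tween 20. Also added: fluorogenic phosphatase substrate OMFP at 25 µM final. Dosing: 20 µM, 1% DMSO. Timing: 20 min reaction, room temperature, in the dark. Measured by: fluorescence intensity, excitation 480 nm, emission 540 nm. Evaluation: normalized % inhibition.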
# NadD block: inhibitors of Staphylococcus aureus NadD; purified NadD enzyme, colorimetric absorbance read-out; inhibition, % at 20 µM; 0.78% of 360,000 active; AID 602399; in the data active = inhibition above about 26%; note: some compounds past the cut are filed as inactive
# DNMT1 inh: DNMT1 (human) enzyme inhibition; P26358; DNMT1 molecular beacon, Hinp1I cleavage, fluorescence; inhibition (reported as % activation of signal), % at 10 µM; 0.83% of 360,000 active; AID 588458; in the data active = inhibition above about 50%
# CSN inh: blocks human CSN-mediated cullin deneddylation | Purified CSN, SCF-Nedd8-OG deneddylation, fluorescence polarization | Q92905 | inhibition, % at 12.5 µM | 0.38% of 360,000 active | AID 651999;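 active = pattern-corrected inhibition above about 35%, with an unprinted fluorescence ratio check between 0.5 and 1.5, limit read from the data, passing the limit was not always enough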;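 note: 0% = enzyme with substrate and 100% = substrate without enzyme; some results filed as inactive read as strong as hits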
# Target sequence (Q92905 whole entry, looked up, one chain of several): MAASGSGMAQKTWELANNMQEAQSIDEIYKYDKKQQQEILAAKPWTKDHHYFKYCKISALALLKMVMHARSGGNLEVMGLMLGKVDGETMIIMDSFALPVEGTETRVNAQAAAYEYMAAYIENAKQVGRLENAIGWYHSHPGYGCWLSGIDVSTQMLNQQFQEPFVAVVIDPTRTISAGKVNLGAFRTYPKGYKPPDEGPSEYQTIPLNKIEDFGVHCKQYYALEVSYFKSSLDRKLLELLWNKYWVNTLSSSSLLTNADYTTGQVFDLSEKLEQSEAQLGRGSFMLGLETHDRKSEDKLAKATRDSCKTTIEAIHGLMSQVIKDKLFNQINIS
#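 Assay system: purified human Csn5 enzyme expressed in HEK293T cells; measure: % inhibition; also added: SCFSkp2-Nedd8OG substrate at 10 nM final; technique: fluorescence polarization; times: reaction 90 min, room temperature; medium: Tris buffer pH 7.5, NaCl, DTT, Tween-20, trehalose, ovalbumin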
# Tb MetRS inh: blocks T. brucei methionyl-tRNA synthetase activity | purified T. brucei MetRS, ATP depletion, Kinase-Glo luminescence | inhibition, % at 11.9 µM | 0.4% of 360,000 active | AID 624268;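 active = inhibition above a per-plate cutoff of the control wells' mean inhibition plus 3 SD, cut at about 5.5% in these data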;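 note: 0% = DMSO wells median and 100% = median of wells with control inhibitor compound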
#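 Material – parasite MetRS enzyme · Medium – HEPES-MgCl2-KCl buffer plus DTT, spermine, BSA, pyrophosphatase · Reagent – ATP, methionine and E. coli bulk tRNA substrates · Times – 15 min enzyme-compound preincubation, 2 h reaction, 10 min detection, 25 °C · Measured by – luminescence of leftover ATP · Evaluation – percent inhibition relative to median high and low control wells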
# LMPTP block: blocks human LMPTP phosphatase; inhibition, % at 20 µM; P24666; recombinant LMPTP-A, OMFP fluorogenic substrate, fluorescence intensity; 0.22% of 360,000 active;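 active = compounds that cut the enzyme signal by at least half of the control window in the single-dose screen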;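 note: plate controls were DMSO wells with enzyme plus substrate for no effect and substrate without enzyme for full effect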
# Target sequence (P24666 whole entry, looked up): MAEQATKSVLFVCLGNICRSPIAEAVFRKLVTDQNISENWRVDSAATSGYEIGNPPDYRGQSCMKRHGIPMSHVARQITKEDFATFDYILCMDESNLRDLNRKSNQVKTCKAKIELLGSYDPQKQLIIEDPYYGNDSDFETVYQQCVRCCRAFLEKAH
#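 Test system – LMPTP-A enzyme · Amount – LMPTP-A at 0.625 nM final in the reaction · Buffer or medium – Bis-Tris pH 6.0, DTT, detergent · Reagent – OMFP 400 µM · Doses – single 20 µM dose · Schedule – reaction 50 min, room temperature, dark · Detection – fluorescence intensity of OMFP turnover product · Evaluation – percent inhibition versus substrate-only and uninhibited controls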
# * = called active by the depositor; i = inactive; / = not tested or not shown.
SMILES,Scp1 inh,Rpn11 inh,MsrA inhibitor,SUMO1-SIM PPI,STEP block,NadD block,DNMT1 inh,CSN inh,Tb MetRS inh,LMPTP block
CCSC1=C(C#N)C(c2ccccc2OC)CC(=O)N1 (configuration not stated),3,i,0.5,1,-3,0,3,-3,-0.1,-0.8
CC(C)[C@H](NS(=O)(=O)c1ccc2c(c1)OCCO2)C(=O)OCC(=O)Nc1cc(Cl)ccc1Cl,-7,i,1.2,-2,-1,0,-2,-7,-0.2,0.5
Cc1cc(C)c(NC(=O)COC(=O)C2CCCCC2)c(C)c1,3,i,-0.6,-2,0,1,7,-9,-0.1,-1.6
C/C(=N\NC(=O)c1c(Cl)cnn1C)c1cccnc1,-8,i,0.5,-2,1,-3,2,12,-0.5,-1.0
COc1ccc(NC(=O)N(C)[C@H]2C[C@H]3c4[nH]c5ccc(-c6ccc(OC)cc6)cc5c4CCN3C(=O)[C@H]2[C@H](C)O)cc1,/,i,-0.7,10,4,5,-31,8,-0.4,3.4
CCOC(=O)N1CC=C2C(C#N)=C(N)C(C#N)(C#N)[C@H](c3ccccc3OCC)[C@H]2C1,3,i,0.1,-10,2,1,-14,-1,-0.8,0.3
COC(=O)C(C(=O)OC)c1ccc(-n2cccc2)cc1,-6,i,0.7,-1,0,-8,3,0,-0.5,0.1
S=C(NCc1ccco1)Nc1cc(-c2ccccc2)[nH]n1,-4,i,2.2,1,0,2,-10,1,1.1,0.3
CCCc1nc2ccc(NC(C)=O)cc2c(=O)n1Cc1cccc(Cl)c1,6,i,1.2,4,-1,-7,-5,-1,-1.3,-0.8
Cc1ccccc1C(=O)N1CCC(C(=O)O)CC1,-4,i,0.1,1,-1,-3,3,3,-0.1,-0.1
COc1ccc(Nc2nccc3c2nnn3C)cc1,-12,i,0.7,-4,-4,8,-2,-6,-0.2,0.4
COc1ccc(CCN=C(N)NS(=O)(=O)c2cccs2)cc1,-4,i,-0.7,2,2,-2,1,-3,1.5,0.4
O=C1C2C3CC(C(Br)C3Br)C2C(=O)N1c1ccccn1 (configuration not stated),-2,i,0.2,-3,-1,2,-1,0,-0.1,-0.9
O=C(CN1C(=O)S/C(=C\c2ccc(Cl)cc2)C1=O)NCCCn1ccnc1,0,i,3.8,-46,5,3,1,0,-0.6,0.2
CCCc1cc(C(=O)Nc2cc(C)nn2-c2ccccc2)no1,-7,i,0.5,4,3,1,5,-4,-0.1,-1.5
NS(=O)(=O)c1cccc(NC(=O)CSc2nc3ccc(Cl)cc3[nH]2)c1,-7,i,-0.7,5,-2,2,-10,3,8.1*,0.9
Cc1nc(NC(C)c2ccccc2)c2oc3ccccc3c2n1 (configuration not stated),7,i,0.4,4,4,-6,2,-2,-0.6,2.5
OC(Cn1cncn1)(c1ccccc1)c1ccccc1,-7,i,-0.7,0,3,0,-1,1,0.3,-0.1
Cn1c(N)c(C(=O)c2ccc(F)cc2F)c(=O)n(C)c1=O,-5,i,-1.5,0,-1,0,1,-1,0.0,-0.1
CCC1Oc2ccccc2N(CC(=O)NC2CCCC2)C1=O (configuration not stated),-6,i,-0.5,-1,-4,-2,1,-2,-0.9,-1.6
N#Cc1nc(COc2ccc(Br)cc2)oc1NCCCn1ccnc1,0,i,1.4,-2,0,8,-1,3,30*,1.5
Cn1cc(-c2ccc(C(=O)NCc3cccc(Cl)c3)c3occc23)cn1,/,i,0.1,4,4,-10,11,1,-0.1,1.5
CC(C)CCNC(=O)C1CCCN1C(=O)NC1CCCCC1 (configuration not stated),-7,i,-0.1,2,-4,1,-1,1,-1.3,-1.9
CN(Cc1cccc(F)c1)C(=O)C1CC(=O)N(Cc2ccco2)C1 (configuration not stated),/,i,-1.3,-6,-3,-3,4,2,-0.2,-0.8
Cc1cnc(NC(=O)CN2CCN(c3ccccn3)CC2)s1,-8,i,0.4,2,-2,2,1,2,-0.9,-0.4

# Looked up by structure from the list above (two):
SMILES,Scp1 inh,Rpn11 inh,MsrA inhibitor,SUMO1-SIM PPI,STEP block,NadD block,DNMT1 inh,CSN inh,Tb MetRS inh,LMPTP block
Cn1cc(-c2ccc(C(=O)NCc3cccc(Cl)c3)c3occc23)cn1,/,i,0.1,4,4,-10,11,1,-0.1,1.5
O=C(CN1C(=O)S/C(=C\c2ccc(Cl)cc2)C1=O)NCCCn1ccnc1,0,i,3.8,-46,5,3,1,0,-0.6,0.2

# Only CSN inh, for seven of the compounds above:
SMILES | CSN inh
Cc1nc(NC(C)c2ccccc2)c2oc3ccccc3c2n1 (configuration not stated) | -2
O=C1C2C3CC(C(Br)C3Br)C2C(=O)N1c1ccccn1 (configuration not stated) | 0
COC(=O)C(C(=O)OC)c1ccc(-n2cccc2)cc1 | 0
CC(C)[C@H](NS(=O)(=O)c1ccc2c(c1)OCCO2)C(=O)OCC(=O)Nc1cc(Cl)ccc1Cl | -7
NS(=O)(=O)c1cccc(NC(=O)CSc2nc3ccc(Cl)cc3[nH]2)c1 | 3
C/C(=N\NC(=O)c1c(Cl)cnn1C)c1cccnc1 | 12
CCOC(=O)N1CC=C2C(C#N)=C(N)C(C#N)(C#N)[C@H](c3ccccc3OCC)[C@H]2C1 | -1

# Further results
SMILES,Scp1 inh,Rpn11 inh,MsrA inhibitor,SUMO1-SIM PPI,STEP block,NadD block,DNMT1 inh,CSN inh,Tb MetRS inh,LMPTP block
c1ccc(SCCCCN2CCOCC2)cc1,1,i,0.1,2,-1,-1,-7,-2,0.1,-1.6
CN(C)c1cccc(C(=O)NNC(=S)NC2CCCC2)c1,-3,i,0.2,0,1,0,-2,0,-0.2,-0.3
CC(C)(C)c1ccc(CC(=O)N2CCC2(C)C(=O)NS(=O)(=O)Cc2ccccc2)cc1 (configuration not stated),/,i,-0.3,-1,1,0,4,0,0.1,-1.3
CCNC(=S)NNC(=O)c1csc2c1CCCC2,-3,i,/,2,-1,4,-4,-1,0.7,0.4
CCCC(=Nc1ccccc1OC)C1=C(O)CC(c2ccccc2)CC1=O (configuration not stated),-15,i,0.7,-2,1,-5,-1,1,-0.5,0.0
COC(=O)C(NC(C)=O)(Nc1nc2c(C)cc(C)cc2s1)C(F)(F)F (configuration not stated),-9,i,-0.5,0,-1,1,-2,-4,0.1,-1.1
COc1cc(/C=C(/C(=O)O)c2ccc(-c3ccccc3)cc2)cc(OC)c1OC,-10,i,-0.5,-10,-1,2,-4,1,-0.2,0.4
COc1cc(-c2cc(C(=O)Nc3cccc(S(=O)(=O)N(C)C)c3)c3ccccc3n2)cc(OC)c1OC,-1,i,-0.4,1,1,3,7,3,-0.1,2.1
CNC(=O)CCC(=O)Nc1ccc(C(=O)OC)cc1,-8,i,-1.1,3,-3,-2,2,0,-0.4,-0.7
Cc1ccc2oc(-c3ccc(NC(=O)CC(C)C)cc3)nc2c1,-3,i,-0.2,-2,-2,5,16,-7,-0.2,1.5
COc1cccc(C(=O)NCC(=O)N/N=C(\C)Cc2ccccc2)c1,-2,i,0.2,-4,-4,-5,2,2,0.2,-2.0
Oc1ccc(C2C=C(c3ccc(F)cc3)Nc3ncnn32)cc1 (configuration not stated),4,i,0.1,-10,0,2,-5,3,0.0,3.6
Cc1ccc(N2C(=O)C3CCC(C)(C2=O)C3(C)C)cc1 (configuration not stated),-9,i,0.1,0,-1,-1,-3,0,0.5,-1.1
Cc1ccc(S(=O)(=O)NCCn2nc(C)cc2C)cc1,-4,i,1.6,-4,-1,-6,-1,2,0.0,0.4
O=C(CCc1ccccc1)NC1CCS(=O)(=O)C1 (configuration not stated),1,i,-1.5,2,1,-6,3,-8,-0.7,-0.8
N#CCn1c(C2CCCCC2)nc2ccccc2c1=O,8,i,-1.5,6,0,-3,5,-3,-0.1,-0.2
COC(=O)c1sccc1NC(=O)CN(C)NS(=O)(=O)c1ccc(Cl)cc1,-5,i,0.7,0,3,1,-5,7,-0.5,-1.8
O=C(Cn1[nH]c(=O)c2ccccc2c1=O)Nc1cccc(-c2nnc3n2CCCCC3)c1,-4,i,-0.9,-3,-1,8,-1,-3,-1.4,0.8
Cc1ccc(S(=O)(=O)CC(=O)NC2CC2)cc1,-11,i,-0.5,1,0,1,-1,-2,-1.3,-0.8
N#CC(C#SN)=C1CCCCC1,-2,i,-0.5,1,0,-5,0,3,1.6,-2.3
CCN(c1ccccc1)S(=O)(=O)c1ccc(C(=O)Nc2ncccc2O)cc1,-8,i,1.4,-11,0,7,-2,3,0.3,1.3
COCC(=O)Nc1cccc(-c2ccc3nncn3n2)c1,6,i,-0.6,-11,-1,6,1,1,0.4,-1.6
O=C(NCc1cccnc1)c1cccc(C(F)(F)F)c1,9,i,1.1,3,-1,-1,2,0,-0.5,-1.1
COC(CNC(=O)CCCn1nnnc1CN1CCOCC1)c1cccs1 (configuration not stated),-3,i,0.6,5,-3,5,4,-2,0.1,-1.0
O=C(Nc1cccc(-c2cccc(F)c2)c1)C1CCN(C2CCOCC2)CC1,0,i,-1.0,-4,-2,13,-1,-1,0.5,-1.3
O=C(OCc1ccc([N+](=O)[O-])cc1)c1ccc2ccccc2n1,-12,i,0.1,-21,0,-1,-1,2,-0.5,-0.5
CCCC(=O)Nc1nc(-c2ccc3c(c2)CCN3S(C)(=O)=O)cs1,-7,i,1.8,4,0,10,-14,4,-0.9,1.2
CCOc1[nH]n(-c2ccccc2)c(=O)c1C=Nc1ccc(OC)cc1,0,i,4.0,-5,2,-5,-7,3,-0.8,1.5

# High-throughput results deposited in PubChem by several laboratories.

# No enrichment for hits. About 3.9% of those tested had a hit in this group.
